RXFP1 ag: qHTS Assay for Agonists of the Relaxin Receptor RXFP1 | Relaxin receptor 1 (Homo sapiens), Q9HBX9 | 370,000 compounds, 0.3% hits | HEK293T-RXFP1 cAMP TR-FRET, 30 min; response scale: percent of porcine relaxin response, buffer zero | Potency, µM (top dose mostly 57.5 µM), inactives show at the top dose activation, actives largely listed as activators; note: potency is the fitted concentration of half-maximal effect; % is set by controls: 0 for no effect and ±100 for the full control effect; nearly all actives have a fitted effect of over 60% in size; many of its hits are not listed in these tables
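cAMP rise read by TR-FRET after 30 min, 37C compound exposure (up to 58 uM) in RXFP1-transfected HEK293 cells with Ro 20174 present. EC50 from Hill-equation fits, with 29 nM porcine relaxin as 100% and buffer as basal.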
D1 ag: Allosteric Agonists of the Human D1 Dopamine Receptor: qHTS; activation, % at 2 µM; HEK293 T-REx D1 cells, calcium flux, agonist mode; D(1A) dopamine receptor (Homo sapiens), P21728; AID 504660, 2011; 360,000 compounds, 1% hits; in the data active = activation above about 30%; note: 0% is about no effect
Target sequence (P21728 whole entry, looked up): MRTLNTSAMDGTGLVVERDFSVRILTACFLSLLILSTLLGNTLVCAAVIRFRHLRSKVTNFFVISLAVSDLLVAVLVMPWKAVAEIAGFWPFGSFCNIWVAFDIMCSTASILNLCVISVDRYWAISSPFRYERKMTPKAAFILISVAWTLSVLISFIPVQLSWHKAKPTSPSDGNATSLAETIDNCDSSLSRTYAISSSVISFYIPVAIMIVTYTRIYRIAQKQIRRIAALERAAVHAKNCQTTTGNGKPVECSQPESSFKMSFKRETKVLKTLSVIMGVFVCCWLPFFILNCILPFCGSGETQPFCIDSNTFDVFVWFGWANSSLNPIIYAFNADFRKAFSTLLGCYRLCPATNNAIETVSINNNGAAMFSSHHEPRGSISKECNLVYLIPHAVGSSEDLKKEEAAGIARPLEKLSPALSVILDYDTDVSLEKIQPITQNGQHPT
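Inducible HEK293 T-REx D1 cells, force-coupled to calcium signalling, were plated at 4000 cells/well with tetracycline and held overnight at 30 C. After no-wash calcium dye loading, compound-evoked calcium rise over 180 s flagged agonists.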
LDHA block: qHTS assay for inhibitors of human lactate dehydrogenase | L-lactate dehydrogenase A chain (Homo sapiens), P00338 | purified LDHA, NADH/diaphorase-resazurin fluorescence; hits give low values | activity change, % (values are at about 110 or 230 µM) | 480,000 compounds, 0.15% hits | AID 1347041, 2019; in the data active = activity change below about -30%; inconclusive = mostly about -25% to -30%;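 note: plate controls were DMSO wells for no effect and wells without enzyme for full effect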
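Enzyme activity of human lactate dehydrogenase 5 (2 nM; 0.06 mM NADH, 0.2 mM pyruvate, 5 min, RT) is measured via a resazurin/diaphorase fluorescence readout of residual NADH.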
D1 antag: Antagonist of Human D 1 Dopamine Receptor: qHTS. D(1A) dopamine receptor (Homo sapiens), P21728. HEK293 TREx D1 cells, calcium flux, dopamine EC80; hits give low values. activity change, negative = inhibition, % at 10 µM. 360,000 compounds, 3.2% hits. AID 504652, 2011; in the data active = activity change below about -30%; note: % is set by controls: 0 for no effect and ±100 for the full control effect
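Allosteric or orthosteric antagonism assessed as attenuation of the calcium response to EC80 dopamine, added 180 s after compound, in induced HEK293 Trex D1 cells loaded with no-wash calcium dye.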
D2 PAM: HTS Assay for Positive Allosteric Modulators of the Human D2 Dopamine Receptor: Primary Screen for Potentiators; D(2) dopamine receptor (Homo sapiens), P14416; HEK293 T-REx D2, calcium flux, EC20 dopamine potentiation; potentiation, % at 10 µM; 340,000 compounds, 0.34% hits; AID 485347, 2010;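 active = potentiation over 3 SD above the plate norm, cut at about 30% in these data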; note: 0% is about no effect
Target sequence (P14416 whole entry, looked up): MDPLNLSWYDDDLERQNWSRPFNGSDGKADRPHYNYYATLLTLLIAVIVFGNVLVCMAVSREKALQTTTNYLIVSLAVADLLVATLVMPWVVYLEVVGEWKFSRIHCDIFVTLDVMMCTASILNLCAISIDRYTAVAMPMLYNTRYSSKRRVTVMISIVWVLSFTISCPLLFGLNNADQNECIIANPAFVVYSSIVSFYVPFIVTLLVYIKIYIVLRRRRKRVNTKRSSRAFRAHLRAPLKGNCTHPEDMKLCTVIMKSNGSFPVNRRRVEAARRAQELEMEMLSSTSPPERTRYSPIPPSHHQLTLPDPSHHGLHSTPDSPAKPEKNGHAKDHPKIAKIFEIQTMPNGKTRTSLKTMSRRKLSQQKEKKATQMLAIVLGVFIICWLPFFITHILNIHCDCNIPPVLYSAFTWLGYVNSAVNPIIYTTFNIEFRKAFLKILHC
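Calcium flux readout, no-wash dye, 1 read/s. Inducible HEK293 Trex D2 line, overnight 30 C. Compound alone 180 s (agonist flags), then EC20 dopamine, another 180 s to score potentiation.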
Vif-A3G inh: qHTS for Inhibitors of Vif-A3G Interactions: qHTS | 410,000 compounds, 0.076% hits | DNA dC->dU-editing enzyme APOBEC-3G (Homo sapiens), Q9HC16 | Potency, µM (doses to about 46.1 µM), without a hit: top-dose activity, negative = active, actives largely listed as inhibitors | HeLa A3G-eYFP + Vif (tagged APOBEC3G with the HIV-1 protein that degrades it), YFP fluorescence, overnight;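 note: potency is the fitted concentration of half-maximal effect; % is set by controls: 0 for no effect and ±100 for the full control effect; nearly all actives have a fitted effect of over 60% in size; hits raise eYFP signal because A3G escapes Vif-driven loss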
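Read-out is eYFP fluorescence (Ex 488/Em 500-530) from Vif-expressing HeLa A3G-eYFP cells; more signal means A3G escaped Vif-mediated degradation. Cells plated overnight, compound pinned in, incubated overnight at 37 deg C.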
Vif-A3F inh: qHTS for Inhibitors of Vif-A3F Interactions: qHTS; HeLa A3F-eYFP + Vif (tagged APOBEC3F with the HIV-1 protein that degrades it), YFP fluorescence increase; Potency, µM (top dose mostly 46.1 µM), inactives show top-dose activity, negative = active; 390,000 compounds, 0.2% hits; note: potency is the fitted concentration of half-maximal effect; % of control where 0% means no effect; nearly all actives have a fitted effect of over 65% in size
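Fluorescence increase (Ex 488/Em 500-530) after overnight compound treatment at 37 deg C flags inhibition of Vif-driven A3F-eYFP loss in stable HeLa A3F-eYFP/Vif cells seeded overnight beforehand.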
D1 PAM: Potentiators of Human D1 Dopamine Receptor: qHTS; potentiation, % at 10 µM; HEK293 TREx D1 cells, calcium flux, dopamine EC20 potentiation; AID 504651, 2011; 360,000 compounds, 0.036% hits; in the data active = potentiation above about 30%; note: 0% is about no effect
Glioma ERSR ind: qHTS for Inducers of the Endoplasmic Reticulum Stress Response (ERSR) in Human Glioma: qHTS | 420,000 compounds, 0.02% hits | Potency, µM, for the others: at the highest dose activation, usual class: activators | U87-MG GRP78 promoter luciferase reporter, 16 h; note: potency is the fitted concentration of half-maximal effect; series mostly up to about 76 µM; % of control where 0% means no effect; nearly all actives have a fitted effect of over 35% in size
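Stably transfected U87-MG human glioma cells carrying a GRP78-based luminescent sensor were seeded at 1000 cells/well, pin-dosed with compounds and incubated 16 h. Luciferase reagent was then added, and end-point luminescence was read after 10 min at room temperature.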
* = called active by the depositor; ? = inconclusive; nt = not tested or not shown. Unless noted, calls come from the whole dose curve; as a rule, active = well fitted curve in the direction sought with a large enough effect; inconclusive = small, poorly fitted or top-dose-only effect, or another doubt; inactive = no such curve, though single readings can be large; an effect the other way counts as inactive or inconclusive. Not all compounds are listed; the hit share may differ from the screen's.

[1] Cc1ccc(NCc2ccccc2-c2nnc(-c3ccccc3Cl)o2)c(C)c1
[2] CCCN(CCC)CC(=O)NCC1(c2ccccc2)CCOCC1
[3] O=c1[nH]nc(SCCS(=O)(=O)c2ccc(F)cc2)n1-c1ccccc1
[4] CCSc1nnc(NC(=O)[C@@H](NC(=O)c2ccccc2)C(C)C)s1
[5] Cc1nc(-c2cc(-c3nc(-c4ccc(C(F)(F)F)cc4)no3)no2)cs1
[6] COc1ccc(SCc2cc(=O)c3ccc(C)c(C)c3[nH]2)cc1
screen / no.,1,2,3,4,5,6
RXFP1 ag,4.0%,1.0%,1.4%,0.3%,1.9%,2.3%
D1 ag,-1,0,2,0,6,0
LDHA block,-8,-9,-2,-2,1,-4
D1 antag,11,-7,-12,4,-4,8
D2 PAM,-3,-12,3,-4,-1,-14
Vif-A3G inh,-1%,1%,-25%,-1%,-1%,3%
Vif-A3F inh,2%,nt,10%,0%,6%,?
D1 PAM,-2,-4,2,-2,-3,0
Glioma ERSR ind,-4%,-3%,-5%,-3%,-3%,5%

[7] O=C(N/N=C1\CCCc2ccccc21)c1cccc([N+](=O)[O-])c1
[8] O=C(Oc1cccc(C(=S)N2CCOCC2)c1)c1cc([N+](=O)[O-])cc([N+](=O)[O-])c1
[9] Cc1noc(C)c1CSCC(=O)OCC(=O)NC1CCCCC1
[10] Cc1nn(Cc2ccccc2)c(Cl)c1C(=O)OC(C)C#N (configuration not stated)
[11] O=c1cc(CSc2ccc(Cl)cc2)nc(-c2ccccc2)[nH]1
[12] CCCCCCC(=O)N(O)C1CC(=O)N(Cc2ccccc2)C1=O (configuration not stated)
screen / no.,7,8,9,10,11,12
RXFP1 ag,1.2%,-0.4%,2.5%,-2.1%,2.7%,2.8%
D1 ag,0,0,5,4,-1,-1
LDHA block,0,4,0,-5,-8,4
D1 antag,-4,-7,-5,-8,-20,-10
D2 PAM,-4,-1,3,19,-2,-6
Vif-A3G inh,1%,1%,0%,-1%,-4%,0%
Vif-A3F inh,0%,-11%,5%,5%,7%,-21%
D1 PAM,11,-8,-2,0,1,-5
Glioma ERSR ind,0%,-5%,-1%,-8%,0%,15%

[13] Nc1nnc(SCc2coc(-c3ccc(Cl)cc3)n2)s1
[14] COc1ccc(CCNC(=O)COC(=O)/C=C/c2cccc(F)c2)cc1
[15] Cc1c(NC(=O)c2ccccc2)c(=O)n(-c2ccccc2)n1C
[16] CC(C)c1ccc(NC(=O)C2C3C=CC4(CN(Cc5cccnc5)C(=O)C24)O3)cc1 (configuration not stated)
[17] CS(=O)(=O)c1ccc(Oc2ccc(-c3nnco3)cc2)c([N+](=O)[O-])c1
[18] CCOc1ccc(NC(=O)Cn2c(C)cc3ccccc3c2=O)cc1
screen / no.,13,14,15,16,17,18
RXFP1 ag,-1.2%,nt,-0.6%,0.3%,-0.2%,4.4%
D1 ag,7,nt,-1,0,1,1
LDHA block,-8,-4,2,-3,6,-1
D1 antag,4,nt,-9,-2,-13,-2
D2 PAM,-6,nt,2,7,41*,3
Vif-A3G inh,1%,-3%,-1%,1%,1%,-6%
Vif-A3F inh,-7%,9%,0%,0%,0%,5%
D1 PAM,-5,nt,2,7,-3,0
Glioma ERSR ind,2%,-2%,-3%,-2%,-1%,-2%

Only Vif-A3F inh, D1 PAM and Vif-A3G inh (3 entries from above):
no.	Molecule	Vif-A3F inh	D1 PAM	Vif-A3G inh
5	Cc1nc(-c2cc(-c3nc(-c4ccc(C(F)(F)F)cc4)no3)no2)cs1	6%	-3	-1%
6	COc1ccc(SCc2cc(=O)c3ccc(C)c(C)c3[nH]2)cc1	?	0	3%
7	O=C(N/N=C1\CCCc2ccccc21)c1cccc([N+](=O)[O-])c1	0%	11	1%

(next part)
[19] O=S(=O)(c1ccc(-c2nnc(SCc3ccccc3)o2)cc1)N1CCCC1
[20] CCOC(=O)Cn1c(=O)oc2cc(S(=O)(=O)NCc3ccc(F)cc3)ccc21
[21] COc1ccc(NC(=O)C(=O)N2N=C(C(C)C)CC2(O)C(F)(F)F)cc1 (configuration not stated)
[22] COc1ccc(C(=O)NC(=S)N2CCCCC2)cc1
[23] CC(=O)N1CCN(S(=O)(=O)c2cccc(C(=O)NC3CCC(C)CC3)c2)CC1 (configuration not stated)
[24] CCCc1nc2ccccc2c(C(=O)OCC(=O)Nc2cccc(S(=O)(=O)N3CCOCC3)c2)c1CC
screen / no.,19,20,21,22,23,24
RXFP1 ag,3.0%,1.6%,1.3%,0.5%,0.8%,0.1%
D1 ag,13,15,nt,4,0,8
LDHA block,-2,-9,4,2,-14,-1
D1 antag,-21,-6,nt,-6,4,-34*
D2 PAM,-5,nt,nt,0,-9,0
Vif-A3G inh,1%,1%,1%,-19%,1%,-1%
Vif-A3F inh,10%,-2%,-2%,-2%,-22%,1%
D1 PAM,-1,-1,nt,-4,-1,-7
Glioma ERSR ind,-4%,?,-2%,2%,4%,-12%

[25] Cc1ccc(S(=O)(=O)N2C[C@@H]3[C@H]4CC[C@H](C4)[C@@H]3[C@@H](C)[C@H]2C#N)cc1
[26] CNc1nnc(Sc2ncccc2[N+](=O)[O-])s1
[27] COCCn1c(SCC(=O)Nc2ccc(Cl)c(S(=O)(=O)N(C)C)c2)nc2ccccc21
[28] Nn1c(=O)[nH]c2c([nH]c3ccccc32)c1=O
[29] Cc1cc(S(=O)(=O)NCc2ccccc2)ccc1OCC(=O)NCC1CCCO1 (configuration not stated)
[30] Cc1cccc(C(=O)NC2CC(C)(C)NC(C)(C)C2)c1
screen / no.,25,26,27,28,29,30
RXFP1 ag,nt,-0.1%,2.8%,-1.1%,0.1%,-0.4%
D1 ag,nt,2,5,5,0,2
LDHA block,-2,-5,-4,3,-5,-13
D1 antag,nt,3,nt,-10,2,4
D2 PAM,nt,6,15,8,0,17
Vif-A3G inh,-6%,-3%,0%,5%,3%,1%
Vif-A3F inh,5%,0%,-15%,0%,2%,-10%
D1 PAM,nt,-4,-3,1,-7,1
Glioma ERSR ind,-1%,8%,-8%,-4%,-3%,-1%

2 of the compounds above, with each value named.
25) Cc1ccc(S(=O)(=O)N2C[C@@H]3[C@H]4CC[C@H](C4)[C@@H]3[C@@H](C)[C@H]2C#N)cc1
- RXFP1 ag = nt
- D1 ag = nt
- LDHA block = -2
- D1 antag = nt
- D2 PAM = nt
- Vif-A3G inh = -6%
- Vif-A3F inh = 5%
- D1 PAM = nt
- Glioma ERSR ind = -1%
28) Nn1c(=O)[nH]c2c([nH]c3ccccc32)c1=O
- RXFP1 ag = -1.1%
- D1 ag = 5
- LDHA block = 3
- D1 antag = -10
- D2 PAM = 8
- Vif-A3G inh = 5%
- Vif-A3F inh = 0%
- D1 PAM = 1
- Glioma ERSR ind = -4%

The list continues:
[31] NC(=O)CSc1ncnc2c1cnn2Cc1ccccc1
[32] COc1ccc(NC(=O)CSc2nc(-c3cccc(C)c3)[nH]c2-c2ccccc2)cc1OC
[33] COc1cc(NC(=O)c2ccc(-n3cnc4cccnc43)cc2)cc(OC)c1
[34] N#CCSc1nc2ccc(N3CCCCC3)cc2c(=O)n1Cc1ccccc1
[35] O=C(COC(=O)/C=C/c1ccccc1)NC1CC1
[36] COc1ccc(/C=N/NC(=O)c2cccc(NC(=O)c3ccc(Cl)cc3)c2)c(OC)c1
screen / no.,31,32,33,34,35,36
RXFP1 ag,-0.4%,0.7%,23%,3.2%,-0.8%,0.3%
D1 ag,3,1,0,3,3,3
LDHA block,2,0,2,28,-9,-12
D1 antag,4,-3,-3,9,-24,-3
D2 PAM,nt,-8,-4,8,11,-5
Vif-A3G inh,4%,1%,4%,3%,0%,-7%
Vif-A3F inh,1%,0%,12%,-4%,0%,1%
D1 PAM,-2,-1,1,7,-16,-2
Glioma ERSR ind,-4%,-1%,-2%,7%,1%,-3%

[37] COc1ccccc1C(=O)Nc1ccc2nc(SCCOc3ccccc3C)sc2c1
[38] CCOc1ccc(OCC)c(NS(=O)(=O)c2ccc3c(c2)CCCN3C(C)=O)c1
[39] COCc1c(C(=O)OCC(=O)N2c3ccccc3CC2C)oc2ccccc12 (configuration not stated)
[40] NC(=O)[C@H]1CC2(CC(c3cccc(NC(=O)[C@H]4CCC(=O)N4)c3)=NO2)CN1C(=O)c1ccccc1 (some centres not stated)
[41] CSc1cccc(NC(=O)CSc2ncccc2C(=O)Oc2cccc([N+](=O)[O-])c2)c1
[42] COc1ccc(NC(=O)CN(C)C(=O)CNC(=O)C2CCCCC2)cc1
[43] O=C(C1=C[C@H](c2csc3ccccc23)C[C@H](OCCCCO)O1)N1CCN(Cc2ccc3c(c2)OCO3)CC1
screen / no.,37,38,39,40,41,42,43
RXFP1 ag,14%,7.7%,-0.1%,0.7%,0.3%,-0.7%,0.0%
D1 ag,11,2,1,0,7,3,3
LDHA block,-1,4,0,-1,-8,-5,1
D1 antag,-22,-14,4,22,6,14,-8
D2 PAM,14,6,1,17,-3,13,-19
Vif-A3G inh,0%,0%,1%,0%,-5%,-1%,-7%
Vif-A3F inh,0%,4%,6%,0%,-6%,1%,5%
D1 PAM,1,-3,-10,-2,17,-2,0
Glioma ERSR ind,0%,-3%,-4%,-5%,-3%,-2%,-4%

Source: PubChem
